Abeta yeast res: restores growth of yeast expressing A-beta42 peptide. yeast expressing A-beta42, growth rescue, OD600, 48 h; response scale: 0% DMSO, 100% iron-clioquinol control. Potency, µM (highest dose often 46.1 µM), inactives show top-dose growth rescue, most hits filed as activators. 0.063% of 410,000 active. AID 1347071; note: nearly all actives have a fitted effect of over 55% in size
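Yeast A-beta toxicity model in growth medium with pinned compounds, 48 h at 30 C; growth read as absorbance at 600 nm. Normalized to FeCl3/clioquinol equimolar mix (positive) and DMSO (negative).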
FUS suppressor: suppressors of FUS proteinopathy in yeast; S. cerevisiae FUS-expressing, growth rescue, OD600, 24 h; Potency, µM (top dose mostly 76.6 µM), inactives show top-dose growth rescue (activation), hits mostly activators; 0.24% of 390,000 active; AID 1347120;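 note: plate controls were DMSO vehicle for no effect and reference control for full effect; nearly all actives have a fitted effect of over 55% in size; some results filed as inactive show a strong effect at the top dose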
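Compound concentration series was pinned onto galactose-induced FUS-expressing yeast seeded at OD 0.005. Plates sat 24hr at 30C; absorbance at 600 nm gave growth. DMSO served as background control.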
* marks the source's active call; other numbers are inactive results; ? = inconclusive. Calls come from the whole dose curve; as a rule, active = well fitted activation curve with a large enough effect; inconclusive = small, poorly fitted or top-dose-only effect; inactive = no such curve, though single readings can be large or run the other way. Potency is the fitted concentration of half-maximal effect.

Values run as follows: Abeta yeast res | FUS suppressor
- O=S(=O)(NCCc1cn2ccsc2n1)c1ccc(Cl)cc1
    -17.1% | 7.6%
- CCOC(=O)c1ccccc1NC(=O)N1CCC(CN2CCOCC2)CC1
    -17.5% | -7.3%
- Cc1cc(NC(=O)c2cc(-c3ccc(F)cc3)on2)nn1Cc1ccc(Cl)cc1
    -11.8% | -11.4%
- COc1ccc(CNC(=O)Cn2c(=O)oc3cc(S(=O)(=O)N4CCC(C)CC4)ccc32)cc1
    -5.7% | 36.2%
- CCOC(=O)c1ccc(NC(=O)CCc2c(C)n(CC)c3cc(-c4ccccc4OC)nn3c2=O)cc1
    -4.6% | -10.6%
- CCOC(=O)N1CCC2(CC1)OC(=O)C(C)=C2C(=O)NCc1ccccc1OC
    -8.9% | 34.7%
- Cc1ccc(-n2nc(C)c3c(C(=O)Nc4ccc(C)cc4Cl)cc(C)nc32)cc1
    -5.8% | -18.1%
- COc1cc(Cl)c(C)cc1NC(=O)c1ccc2c(Cl)c3c(nc2c1)CCC3
    -1.4% | -12.8%
- COc1ccc(-c2cc(-c3ccccc3)c(C#N)c(SCC(O)CS(=O)(=O)Cc3ccc(Cl)cc3)n2)cc1 (stereo not drawn)
    -10.5% | 2.9%
- O=C(Nc1ccc(F)c(Cl)c1)Nc1c[nH]c(=O)[nH]c1=O
    -10.5% | -6.6%
- O=C(/C=C/c1ccco1)Nc1ccc(F)cc1
    10.9% | -11.8%
- CC1CCCCN1Cc1c(O)ccc2c(=O)c(-c3cccc(Cl)c3)c(C(F)(F)F)oc12 (stereo not drawn)
    -12.7% | -4.1%
- Cc1ccc(Cl)cc1NC(=O)CSc1nc2c(c(=O)[nH]1)CN(Cc1ccccc1)CC2
    -12.6% | 14.8%
- COc1ccc(NC(=O)c2ccc(CN3C(=O)CCn4nc(C)cc43)cc2)c(OC)c1
    -9.1% | -0.4%
- Cn1nnc2c(NCc3ccccc3)ncnc21
    -14.2% | -4.7%

6 records picked at random from those above:
Values run as follows: Abeta yeast res | FUS suppressor
- Cn1nnc2c(NCc3ccccc3)ncnc21
    -14.2% | -4.7%
- CCOC(=O)c1ccccc1NC(=O)N1CCC(CN2CCOCC2)CC1
    -17.5% | -7.3%
- Cc1ccc(-n2nc(C)c3c(C(=O)Nc4ccc(C)cc4Cl)cc(C)nc32)cc1
    -5.8% | -18.1%
- COc1ccc(CNC(=O)Cn2c(=O)oc3cc(S(=O)(=O)N4CCC(C)CC4)ccc32)cc1
    -5.7% | 36.2%
- COc1ccc(-c2cc(-c3ccccc3)c(C#N)c(SCC(O)CS(=O)(=O)Cc3ccc(Cl)cc3)n2)cc1 (stereo not drawn)
    -10.5% | 2.9%
- CCOC(=O)N1CCC2(CC1)OC(=O)C(C)=C2C(=O)NCc1ccccc1OC
    -8.9% | 34.7%

Further records follow:
Values run as follows: Abeta yeast res | FUS suppressor
- CCOc1cc2[nH]c(=O)n(CCCCC(=O)N3CCN(c4ccc(OC)cc4)CC3)c(=O)c2cc1OCC
    3.2% | 16.2%
- Cc1cc(S(=O)(=O)C(CNC(=O)COc2ccccc2)c2cccs2)ccc1F (stereo not drawn)
    -20.8% | -1.0%
- CC(=O)Nc1ccc(NS(=O)(=O)c2c(C(=O)N3CCCCCC3)c(C)n(C)c2C)cc1
    -1.6% | -0.6%
- COc1ccc(-c2nc(SCc3cc(=O)c4cc(C)ccc4[nH]3)n[nH]2)cc1
    -5.3% | 18.2%
- CCOc1ccc(NC(=O)c2cnn3c2NC(c2ccccc2)=CC3c2cccc(OC)c2OC)cc1 (stereo not drawn)
    2.1% | 22.4µM*
- CC(C)COc1ccc(C(=O)N2CCCCC2CCN2CCCCC2)cc1 (stereo not drawn)
    9.9% | 26.0%
- COc1cccc(CNS(=O)(=O)c2ccc(-c3cc(C(F)(F)F)on3)s2)c1
    12.0% | 15.4%
- CC(=O)Nc1ccc(C(=O)CSc2nnc3ccc4ccccc4n23)cc1
    -11.8% | 12.9%
- Nc1c(C(=O)NCc2cccs2)nnn1CC(=O)Nc1cccc(F)c1
    -9.8% | 17.9%
- CN(C)c1ccc(CNC(=O)c2cnc3sc(N4CCCCCC4)nn3c2=O)cc1
    -8.6% | 18.0%
- COCCn1c(C)cc(O)c(C(c2ccccc2)N2CCN(c3ccccc3F)CC2)c1=O (stereo not drawn)
    -4.3% | 0.0%
- CCc1ccc(Nc2sc(C(=O)c3ccc(F)cc3)c(N)c2S(=O)(=O)c2ccccc2)cc1
    -11.5% | -4.0%
- Cc1cc2c(n1-c1ccc(C(=O)NCc3ccccc3Cl)cc1)CCCC2
    -7.7% | 13.2%
- O=C(CSCc1ccccc1Cl)NCc1ccc(Cl)c(Cl)c1
    13.6% | 16.1%
- CCOc1ccc(S(=O)(=O)N2Cc3ccccc3CC2C(=O)Nc2ccc(NC(C)=O)cc2)cc1 (stereo not drawn)
    -4.4% | ?
- Cc1ccccc1CCNC(=O)C1CCN(c2nc3ccccc3nc2C(F)(F)F)CC1
    -11.0% | 19.1%
- O=C(Nc1ccc(F)cc1)C1CCN(S(=O)(=O)c2ccc3c(c2)CCCN3C(=O)C2CCC2)CC1
    -24.7% | 6.6%
- O=C(Nc1ccc(Br)c2cccnc12)c1cccc2ccccc12
    -0.6% | -1.6%
- CSc1ncc(C(=O)NCc2ccccc2F)c(-c2ccccc2)n1
    -21.4% | -24.0%
- CCOc1ccc(NC(=O)c2c(NC(=O)c3ccccc3Br)sc3c2CCC(C)C3)cc1 (stereo not drawn)
    -2.9% | 6.3%
- O=S(=O)(Nc1ccc(Cl)cc1)c1ccc(NS(=O)(=O)c2ccc3c(c2)OCCO3)cc1
    1.4% | -6.2%
- Cc1cccc(C(=O)NCC(=O)OCc2cc(=O)n3nc(C)sc3n2)c1
    -15.7% | 0.1%
- COc1cccc(NC(=O)Cn2c(=O)n(Cc3nc(-c4ccccc4)no3)c(=O)c3ccccc32)c1
    -8.8% | -15.6%
- Cc1ccc(C(=O)Nc2c(C)nc3ccccn3c2=O)cc1
    -7.4% | 16.8%
- CCn1c(C(=O)NCc2ccccc2OC)cc2sccc21
    -0.4% | -22.2%
- Cc1c2cnn(-c3ccccc3)c(=O)c2c(C)n1CC(=O)Nc1ccccc1Br
    -8.7% | -1.8%
- COc1ccc(S(=O)(=O)N2CCN(Cc3nc4ccc(C)cc4o3)CC2)cc1Cl
    21.8% | ?
- Cc1c(C(=O)NCCc2ccc(Cl)cc2)sc2nc3n(c(=O)c12)CCCC3
    -19.5% | ?
- Cc1ccc(C(=O)N2CCCCC2)cc1NC(=O)c1nsc2ccccc12
    -17.9% | 30.7%
- CSc1ccc(CNC(=O)CCc2c(C)nn(-c3ccc(N4CCCC4)nn3)c2C)cc1
    20.0% | 6.3%
- O=C1Nc2ccc(S(=O)(=O)Nc3ccccc3O)c3cccc1c23
    -9.5% | 8.3%
- O=C(c1ccccc1F)N1c2ncnn2C2(CCCCC2)[C@@H]2CCCC[C@@H]21
    -2.8% | 15.6%
- Cc1ccc(CNC(=O)CN2C(=O)COc3ccc(S(=O)(=O)N4CCC(C)CC4)cc32)cc1
    -8.3% | ?
- Cc1cc(Br)ccc1NC(=O)c1coc(=O)c2ccccc12
    -1.3% | 8.2%
- CCCOc1ccc(CNC(=O)C(NS(=O)(=O)c2cccs2)C(C)C)cc1 (stereo not drawn)
    -10.5% | 7.0%
- Cc1cc(C)cc(NC(=O)NCc2noc3ccccc23)c1
    1.0% | -16.3%
- Cc1ccc(CNCc2ccc3c(c2)n(C)c(=O)n3C)cc1
    -10.9% | -22.8%
- CCc1cccc(-n2c(=O)c3cccnc3n2CC(=O)NCc2ccccc2)c1
    6.4% | ?
- Cc1cc(C)cc(Oc2c(C(F)(F)F)oc3c(CN4CCCC(C)C4)c(O)ccc3c2=O)c1 (stereo not drawn)
    -2.2% | 18.9%
- O=C(COc1ccc(Cl)cc1)Nc1ccc(O)c(-c2nc3ccccc3s2)c1
    17.0% | -12.8%
- CCC(Cc1ccccc1)NC(=O)Cn1nc(C)n2c(cc3occc32)c1=O (stereo not drawn)
    -18.9% | -1.3%
- CCOC(=O)c1cnc2ccccc2c1Nc1ccc(N2CCOCC2)cc1
    -14.1% | -12.3%
- CCOc1ccc2c(c1)c(=O)c(C(=O)c1ccc(CC)cc1)cn2CC(=O)Nc1ccccc1C
    5.1% | -33.6%
- COc1ccc(N2CCN(c3oc(/C=C/c4ccc(F)cc4)nc3C#N)CC2)cc1
    -15.0% | -26.3%
- Cc1ccc(-c2nc(CNC(=O)NC3CCCCC3)c(C)o2)cc1
    6.8% | -23.3%
- COc1ccc(-c2nc(CSCC(=O)NCCC(C)C)c(C)o2)cc1OC
    -3.4% | -4.0%
- Cc1cccc(CN2C(=O)c3ccccc3Sc3ccc(C(=O)N4CCCC4)cc32)c1
    -22.6% | 33.0%
- CC(C)CC(C(=O)NCC1CCN(Cc2ccc(F)cc2)CC1)N1Cc2ccccc2C1=O (stereo not drawn)
    1.7% | -14.9%
- CCOC(=O)c1ccc2[nH]c(CSc3nnc(-c4cccc(F)c4)n3C)cc(=O)c2c1
    -0.1% | -27.2%
- CC(=O)c1cccc(NC(=O)c2cccn2-c2nnc(N3CCCCC3)s2)c1
    11.9% | 23.5%
- CCOc1ccc(/C=C(\C#N)c2nc3ccccc3c(=O)[nH]2)cc1OC
    -2.4% | 3.0%
- Cc1ccc2c(=O)cc(C(=O)N(Cc3ccc(C(C)(C)C)cc3)C3CCS(=O)(=O)C3)oc2c1 (stereo not drawn)
    10.3% | ?
- CCCN(CCC)CCCNC(=O)Cn1ncn2c(cc3sc(CC)cc32)c1=O
    -6.4% | 16.1%
- Cc1cccc(OCCCCn2c(C3CC(=O)N(c4ccccc4Cl)C3)nc3ccccc32)c1 (stereo not drawn)
    -10.3% | 5.9%
- CC(C)(C)NC(=O)c1oc2ccccc2c1NC(=O)c1ccc(F)cc1
    3.7% | -22.0%
- Cc1oc2ncn(CC(C)C)c(=O)c2c1C(=O)Nc1cc(F)ccc1F
    0.3% | -1.9%
- Cc1ccc(CNC(=O)Cn2cc(S(=O)(=O)Cc3cccc(Cl)c3)c3ccccc32)cc1
    3.8% | -0.8%
- CCc1ccc(-n2c(=O)c3c(C)c(C(=O)N(C)C)sc3n(Cc3cccc(C)c3)c2=O)cc1
    -13.7% | 3.3%
- CCOC(=O)c1cc(-c2ccccc2)n(CCCC(=O)Nc2cccc(C)c2C)c1C
    -20.3% | -1.0%
- COc1ccc(C(=O)CCC(=O)Nc2cc(C)ccc2C)cc1
    24.8% | 5.8%

New compounds follow
Values run as follows: Abeta yeast res | FUS suppressor
- CCCCC12CN3CC(C)(CN(C1)C3c1cc(Br)ccc1O)C2=O (stereo not drawn)
    ? | 0.5%
- COc1ccc(Cn2nnc(C(=O)Nc3cc(OC)ccc3OC)c2N)cc1
    -15.4% | -19.9%
- COc1cc(CN2CCc3nc(N4CCN(c5ncccn5)CC4)ncc3C2)cc(OC)c1OC
    -6.5% | -2.7%
- CNC(=O)c1c(NC(=O)c2cc(=O)c3cc(C)c(C)cc3o2)sc2c1CCCC2
    -10.7% | -8.3%
- COc1ccc(-c2onc(C)c2C)cc1S(=O)(=O)N(C)Cc1ccccc1
    -8.6% | 15.5%
- CC(=O)c1ccc(NC(=O)C2CCC(CNS(=O)(=O)c3ccc(Br)s3)CC2)cc1 (stereo not drawn)
    -3.6% | -17.6%
- CCN(c1ccccc1)c1nnc(NC(=O)Nc2ccc(C)cc2)s1
    -2.8% | -39.5%
- COc1ccccc1CNc1nc(-c2ccco2)nn1S(=O)(=O)c1ccc2ccccc2c1
    5.1% | ?
- COc1ccc(-c2cc(C(F)(F)F)nc(SCC(=O)Nc3ccc(C(C)=O)cc3)n2)cc1
    2.9% | 4.5%
- Cc1ccc(CSc2nc(-c3ccc(C(C)(C)C)cc3)nc3cc(=O)[nH]n23)cc1
    -9.7% | 25.7%
- COc1ccc(-c2ccc(=O)n(CC(=O)Nc3ccc(C)cc3C)n2)cc1
    17.7% | 1.4%
- Cc1cccc(CNC(=O)c2ccc3oc(=O)n(Cc4ccccc4)c3c2)c1
    1.7% | 5.8%
- CCCCN(CC)c1ncnc2c1sc1nc(N3CCOCC3)c3c(c12)CCCC3
    -0.6% | -15.8%
- CCOc1ccc(NC(=O)c2c(NCc3cccs3)sc3c2CCC(C)C3)cc1 (stereo not drawn)
    8.3% | ?
- O=C(Nc1cccc(O)c1)c1cc2nc(-c3ccc(Br)cc3)cc(C(F)(F)F)n2n1
    -5.2% | 26.9%
- Cc1ccc(N(CC(=O)NCC(C)c2ccccc2)S(=O)(=O)N(C)C)cc1 (stereo not drawn)
    2.7% | 2.5%
- CCCN(C(=O)c1cc2c(s1)-c1ccccc1SC2)c1ccccc1F
    -11.8% | 44.9%
- Cc1ccc2c(c1)-c1c(cnc3cc(-c4ccccc4)nn13)CO2
    -14.8% | 19.7%
- Cc1ccc(Oc2c(C(F)(F)F)oc3c(CN4CCC(C)CC4)c(O)ccc3c2=O)cc1
    3.6% | -7.3%
- Cc1ccc(S(=O)(=O)N2CCN(Cc3ccc4c(c3)OCO4)CC2)cc1
    -3.9% | 11.1%
- COc1ccc(C(=O)Nc2ccc(-c3nc4ccccc4s3)c(Cl)c2)cc1Cl
    -17.2% | ?
- COc1cc2[nH]c(=O)n(Cc3ccc(C(=O)N4CCN(c5cc(Cl)ccc5C)CC4)cc3)c(=O)c2cc1OC
    -8.0% | -22.8%
- CCn1c2ccccc2c2cc(CN3CCN(Cc4ccc(OC)c(OC)c4)CC3)ccc21
    -18.6% | 4.3%

A portion of the library. The share of hits here may be higher or lower than overall.
